Bioassay records (PubChem)
TDP1 inh – TDP1 (human) enzyme inhibition. actives 0.28% (n = 350,000). recombinant TDP1, AlphaScreen DNA substrate cleavage. Potency, µM (titrated, usually from 130 µM), for inactives: at the top dose activity change, negative = inhibition, hits mostly inhibitors. Q9NUW8. AID 485290; note: nearly all actives have a fitted effect of over 40% in size
Target sequence (Q9NUW8 whole entry, looked up): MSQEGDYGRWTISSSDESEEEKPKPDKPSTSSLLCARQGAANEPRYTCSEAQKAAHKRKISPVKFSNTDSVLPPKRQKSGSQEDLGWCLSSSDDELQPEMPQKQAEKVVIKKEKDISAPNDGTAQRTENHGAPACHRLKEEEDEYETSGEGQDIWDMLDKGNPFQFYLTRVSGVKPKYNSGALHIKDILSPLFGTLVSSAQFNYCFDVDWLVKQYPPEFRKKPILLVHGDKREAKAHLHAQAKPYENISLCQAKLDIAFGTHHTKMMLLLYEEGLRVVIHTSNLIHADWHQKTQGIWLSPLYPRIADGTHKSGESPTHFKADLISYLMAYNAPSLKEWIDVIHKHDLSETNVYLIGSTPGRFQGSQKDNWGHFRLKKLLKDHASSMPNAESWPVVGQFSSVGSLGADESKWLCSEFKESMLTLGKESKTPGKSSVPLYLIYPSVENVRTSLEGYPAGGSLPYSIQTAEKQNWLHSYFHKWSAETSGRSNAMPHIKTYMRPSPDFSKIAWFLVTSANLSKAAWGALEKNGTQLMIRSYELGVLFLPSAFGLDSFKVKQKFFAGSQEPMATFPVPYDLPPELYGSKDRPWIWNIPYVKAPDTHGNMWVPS
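Recombinant E. coli-expressed Tdp1 (1 nM) preincubated with compound 15 min at RT, then 5'-biotin/3'-phosphotyrosine-FITC DNA substrate (15 nM) added for 5 min. AlphaScreen beads (10 ug/ml) added, 10 min RT; tyrosine-FITC cleavage read as signal loss.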
TDP1 cell noCPT – qHTS for Inhibitors of human tyrosyl-DNA phosphodiesterase 1 (TDP1): qHTS in cells in absence of CPT; DT40 Tdp1-/- hTDP1 cells, no CPT, ATP luminescence, 48 h; Potency, µM (top dose mostly 46.2 µM), without a hit: at the top dose activity change, negative = growth inhibition, most hits filed as inhibitors; actives 15% (n = 420,000); note: nearly all actives have a fitted effect of over 55% in size
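Chicken DT40 Tdp1-/- cells stably complemented with human TDP1 were seeded at 400 cells/well with DMSO in place of 20 nM camptothecin. After compound pinning, cells grew at least 48 hr at 37 °C; viability read by CellTiter-Glo luminescence.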
DT40 TDP1 CPT – growth inhibition of DT40 Tdp1-/-;hTDP1 cells with camptothecin (screen for TDP1 inhibitors); actives 12% (n = 420,000); chicken DT40 Tdp1-/-;hTDP1 cells + 20 nM CPT, ATP luminescence, 48 h; Potency, µM (series often up to 46.2 µM), without a hit: at the highest dose activity change, negative = growth inhibition, hits mostly inhibitors; note: nearly all actives have a fitted effect of over 55% in size
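Chicken DT40 Tdp1-/- cells complemented with human TDP1, 400 cells/well, exposed to compounds plus 20 nM camptothecin for at least 48 h at 37 C; viability read as ATP content by CellTiter-Glo luminescence.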
Numbers without * were called inactive; [ ] = dose if it differs, or a comment. Calls come from the whole dose curve; as a rule, active = well fitted curve in the direction sought with a large enough effect; inconclusive = small, poorly fitted or top-dose-only effect, or another doubt; inactive = no such curve, though single readings can be large; an effect the other way counts as inactive or inconclusive. % is set by controls: 0 for no effect and ±100 for the full control effect; potency is the fitted concentration of half-maximal effect.

CC(C)CN1CCC(=O)N([C@H](CSc2ccc(Br)cc2)Cc2ccccc2)CC1 was read as TDP1 inh -2%, TDP1 cell noCPT 18µM* and DT40 TDP1 CPT 15µM*.
COc1cccc(-c2nnc3n(Cc4ccc(F)cc4)c(=O)c4ccccc4n23)c1 was read as TDP1 inh 9%, TDP1 cell noCPT inconclusive and DT40 TDP1 CPT inconclusive.
C[C@@H]1CN([C@@H](C)CO)C(=O)c2cc(Br)cnc2O[C@@H]1CN(C)S(=O)(=O)c1ccc(F)cc1 was read as TDP1 cell noCPT inconclusive and DT40 TDP1 CPT inconclusive.
CCc1nnc(N/N=C/c2c(F)cccc2Cl)n1N was read as TDP1 cell noCPT 10% and DT40 TDP1 CPT inconclusive.
CNC(=S)N/N=C/c1ccc(-c2ccc(Cl)c([N+](=O)[O-])c2)o1 was read as TDP1 inh inconclusive, TDP1 cell noCPT 9.2µM* and DT40 TDP1 CPT 8.2µM*.
`C/C(=N\Nc1ccccc1[N+](=O)[O-])c1ccccc1O` gave TDP1 inh inconclusive, TDP1 cell noCPT -13% and DT40 TDP1 CPT 17%.
For Cc1nn(CCC(=O)NNC(=S)Nc2ccccc2)c(C)c1Br the results were TDP1 inh -8%, TDP1 cell noCPT -26% and DT40 TDP1 CPT -14%.
Screening NC(N)=NS(=O)(=O)c1ccc(N/C=C\C(=O)c2ccncc2)cc1 returned TDP1 inh 3%, TDP1 cell noCPT -9% and DT40 TDP1 CPT -14%.
COc1ccc(/C=C/C(=O)OCC(=O)Nc2ccc(Cl)c(S(=O)(=O)N(C)C)c2)cc1OC was read as TDP1 inh 0%, TDP1 cell noCPT inconclusive and DT40 TDP1 CPT -19%.
`CN(C)CCNC(=O)c1ccc(CS(=O)(=O)c2ccc(Br)cc2)o1` gave TDP1 cell noCPT -4% and DT40 TDP1 CPT -8%.
For Cc1ccc(-n2nc3c(=O)n(CC(=O)NCc4ccccn4)nc(C)c3c2C)cc1 the results were TDP1 inh 3%, TDP1 cell noCPT -25% and DT40 TDP1 CPT -9%.
For CCOC(=O)Cc1csc(NC(=O)CCCc2ccccc2)n1 the results were TDP1 inh 7%, TDP1 cell noCPT -10% and DT40 TDP1 CPT 2%.
For COc1ccc(CCNC(=O)C2Cc3ccccc3C(=O)O2)cc1 (configuration not stated) the results were TDP1 inh 8%, TDP1 cell noCPT 11% and DT40 TDP1 CPT 17%.
COc1cc(C(=O)NCCCN2CCCC2=O)cc(OC)c1OC was read as TDP1 inh 1%, TDP1 cell noCPT -3% and DT40 TDP1 CPT -8%.
CC1C(=O)N(Cc2cn(CCC3OCCCO3)nn2)CCS(=O)(=O)N1Cc1ccc(-c2cccc(N(C)C)c2)cc1 (configuration not stated) was read as TDP1 cell noCPT inconclusive and DT40 TDP1 CPT inconclusive.
For CSc1ccc(CCNC(=O)CCCn2nc(C)c3sc4ccccc4c3c2=O)cc1 the results were TDP1 inh -9%, TDP1 cell noCPT inconclusive and DT40 TDP1 CPT 15µM*.
For COC(=O)c1ccc(CNC(=O)C(NC(=O)c2ccco2)C(C)C)cc1 (configuration not stated) the results were TDP1 inh 4%, TDP1 cell noCPT 3% and DT40 TDP1 CPT 2%.
For COc1cc(OC)cc(C(=O)NCC(=O)N2CC=C(c3ccccc3)CC2)c1 the results were TDP1 cell noCPT 4.6µM* and DT40 TDP1 CPT 3.3µM*.
Screening CC(NC(=O)c1ccc(F)cc1)C(c1cccs1)N1CCN(C)CC1 (configuration not stated) returned TDP1 inh 4%[56.1 µM], TDP1 cell noCPT 4% and DT40 TDP1 CPT -9%.
`Cc1nc2c(c(=O)n1CCC1=CCCCC1)c1nc3ccccc3nc1n2/N=C/c1ccccc1` gave TDP1 inh -3%, TDP1 cell noCPT inconclusive and DT40 TDP1 CPT inconclusive.
Screening CN(CC(=O)NCc1ccco1)S(=O)(=O)c1ccc2c(c1)c(=O)n(C)c(=O)n2C returned TDP1 cell noCPT 2% and DT40 TDP1 CPT 0%.
CCOC(=O)C1=CCN(S(=O)(=O)c2ccccc2C)C1c1ccc(F)cc1 (configuration not stated) was read as TDP1 cell noCPT inconclusive and DT40 TDP1 CPT inconclusive.
`O=C(CSc1nc2ccccc2[nH]1)Nc1nc(-c2ccccc2)c(-c2ccccc2)o1` gave TDP1 inh 5%, TDP1 cell noCPT -6% and DT40 TDP1 CPT 12%.
Screening CC(Sc1nnc(COc2ccc([N+](=O)[O-])cc2)n1C)C(=O)O (configuration not stated) returned TDP1 inh -3%, TDP1 cell noCPT 2% and DT40 TDP1 CPT 8%.
Screening COc1ccc(CCC(=O)Nc2ccc(Cl)c(S(=O)(=O)N3CCOCC3)c2)cc1OC returned TDP1 cell noCPT inconclusive and DT40 TDP1 CPT 23µM*.
`CC1(C)CC2(CC(c3ccccc3)Oc3cc(O)ccc32)NC(=S)N1` (configuration not stated) gave TDP1 inh 3%, TDP1 cell noCPT 21µM* and DT40 TDP1 CPT 21µM*.
`Cc1cc(C)n(-c2ccc(C(=O)Nc3ccccn3)cc2)n1` gave TDP1 inh -2%, TDP1 cell noCPT inconclusive and DT40 TDP1 CPT inconclusive.
`CC(Oc1ccccc1Br)C(=O)N1CCc2ccccc21` (configuration not stated) gave TDP1 inh 4%, TDP1 cell noCPT inconclusive and DT40 TDP1 CPT -26%.
For COc1cc(NC(=O)CN2CCN(C(=O)C3CCCO3)CC2)c(OC)cc1Cl (configuration not stated) the results were TDP1 inh 2%, TDP1 cell noCPT -12% and DT40 TDP1 CPT -11%.
`CN(C)CCOc1ccccc1-c1ccccc1` gave TDP1 inh -5%, TDP1 cell noCPT -18% and DT40 TDP1 CPT 7%.
For O=C(/C=C/c1ccc(Cl)c([N+](=O)[O-])c1)c1ccc(O)cc1 the results were TDP1 inh 7%, TDP1 cell noCPT 4.6µM* and DT40 TDP1 CPT 4.1µM*.
Screening COc1ccc(-c2[nH]ncc2CN2CCCC2c2nonc2C)c(F)c1 (configuration not stated) returned TDP1 inh -5%, TDP1 cell noCPT -29% and DT40 TDP1 CPT inconclusive.
Clc1cc(Br)ccc1OCCOCCOc1cccc2cccnc12 was read as TDP1 inh 4%, TDP1 cell noCPT inconclusive and DT40 TDP1 CPT inconclusive.
Screening CN1CCN(c2nc(-c3ccc(Cl)cc3Cl)nc3ccccc23)CC1 returned TDP1 cell noCPT inconclusive and DT40 TDP1 CPT inconclusive.
CCOC(=O)c1c(C)[nH]c(C)c1S(=O)(=O)N(C)CC(=O)Nc1cccc(C)c1 was read as TDP1 inh 3%, TDP1 cell noCPT -14% and DT40 TDP1 CPT -26%.
`Cc1ccc(-c2nc3cnccn3c2Nc2c(C)cccc2C)o1` gave TDP1 inh 2%, TDP1 cell noCPT 10µM* and DT40 TDP1 CPT 5.8µM*.
Screening Cc1ccc2cc(-c3noc(C4CCCCC4)n3)c(=O)[nH]c2c1 returned TDP1 cell noCPT -21% and DT40 TDP1 CPT -3%.
For Fc1ccc2[nH]c3c(N4CCN(Cc5ccc6c(c5)OCO6)CC4)ncnc3c2c1 the results were TDP1 inh 7%, TDP1 cell noCPT 2.3µM* and DT40 TDP1 CPT 2.3µM*.
`Cc1nn(C)c(C(=O)Nc2ccc3c(c2)OCO3)c1[N+](=O)[O-]` gave TDP1 inh 7%, TDP1 cell noCPT 1% and DT40 TDP1 CPT -18%.
For CNC(=S)N1CCc2ccccc2C1 the results were TDP1 inh 3%, TDP1 cell noCPT 13% and DT40 TDP1 CPT 7%.

Filtered by structure: the compounds so far containing a furan ring, fused or not.
CNC(=S)N/N=C/c1ccc(-c2ccc(Cl)c([N+](=O)[O-])c2)o1 was read as TDP1 inh inconclusive, TDP1 cell noCPT 9.2µM* and DT40 TDP1 CPT 8.2µM*.
`CN(C)CCNC(=O)c1ccc(CS(=O)(=O)c2ccc(Br)cc2)o1` gave TDP1 cell noCPT -4% and DT40 TDP1 CPT -8%.
For COC(=O)c1ccc(CNC(=O)C(NC(=O)c2ccco2)C(C)C)cc1 (configuration not stated) the results were TDP1 inh 4%, TDP1 cell noCPT 3% and DT40 TDP1 CPT 2%.
Screening CN(CC(=O)NCc1ccco1)S(=O)(=O)c1ccc2c(c1)c(=O)n(C)c(=O)n2C returned TDP1 cell noCPT 2% and DT40 TDP1 CPT 0%.
`Cc1ccc(-c2nc3cnccn3c2Nc2c(C)cccc2C)o1` gave TDP1 inh 2%, TDP1 cell noCPT 10µM* and DT40 TDP1 CPT 5.8µM*.

Carrying on.
`COc1cccc(CC(=O)Nc2ccc(S(=O)(=O)N3CCOCC3)cc2)c1` gave TDP1 inh -1%, TDP1 cell noCPT -20% and DT40 TDP1 CPT 3%.
For COc1ccc(OCCCC(=O)OCC(=O)N2CCN(S(=O)(=O)c3ccc(C)cc3C)CC2)cc1 the results were TDP1 cell noCPT inconclusive and DT40 TDP1 CPT -18%.
`COc1cccc(SCc2noc(C(=O)NCc3ccccc3)c2C(=O)NCc2ccccc2)c1` gave TDP1 inh 4%, TDP1 cell noCPT -3% and DT40 TDP1 CPT 10%.
Cc1ccccc1OCc1nnc(SCc2cc(=O)c3cc(F)ccc3[nH]2)n1C was read as TDP1 inh 0%, TDP1 cell noCPT 12µM* and DT40 TDP1 CPT 13µM*.
Screening CC(C)(CCc1ccccn1)C(=O)CCCc1ccccn1 returned TDP1 cell noCPT inconclusive and DT40 TDP1 CPT inconclusive.
CCOC(=O)c1c(C)oc2nc(C)nc(NCC3CCN(Cc4ccc(F)cc4)CC3)c12 was read as TDP1 inh 2%, TDP1 cell noCPT inconclusive and DT40 TDP1 CPT -29%.
`CCSc1nnc(-c2cccs2)o1` gave TDP1 inh 6%, TDP1 cell noCPT -16% and DT40 TDP1 CPT -8%.
Screening CN(C)c1ccc(-c2noc(C3CCN(S(=O)(=O)c4ccc(C(=O)O)cc4)CC3)n2)cc1 returned TDP1 cell noCPT inconclusive and DT40 TDP1 CPT inconclusive.
For CCCC(=O)Nc1nc(CC(=O)OCC)cs1 the results were TDP1 inh 4%, TDP1 cell noCPT 12% and DT40 TDP1 CPT 13%.
`CCOC(=O)c1ccccc1NC(=O)c1nc2nccc(C)n2n1` gave TDP1 inh 4%, TDP1 cell noCPT 18µM* and DT40 TDP1 CPT inconclusive.
`CC(C)(C)NC(=O)COC(=O)c1cncc(Br)c1` gave TDP1 inh -4%, TDP1 cell noCPT inconclusive and DT40 TDP1 CPT inconclusive.
For Nc1ccc(C2=Nc3cccc4cccc(c34)N2)cc1 the results were TDP1 inh -6%, TDP1 cell noCPT inconclusive and DT40 TDP1 CPT -6%.
`O=C(c1ccccc1[N+](=O)[O-])N1CCc2ccccc2C1` gave TDP1 inh 1%, TDP1 cell noCPT 12% and DT40 TDP1 CPT 5%.
For O=C(OCc1cc2ccccc2[nH]c1=O)c1cccc([N+](=O)[O-])c1 the results were TDP1 inh -1%, TDP1 cell noCPT -15% and DT40 TDP1 CPT -7%.
CS(=O)(=O)c1ccc(Nc2nc(C(N)Cc3ccc(C(F)(F)F)cc3)cs2)cc1 (configuration not stated) was read as TDP1 cell noCPT -84% and DT40 TDP1 CPT 21µM*.
Cc1cc(OCC(=O)N(Cc2ccco2)C2CCS(=O)(=O)C2)cc(C)c1Cl (configuration not stated) was read as TDP1 inh 6%, TDP1 cell noCPT inconclusive and DT40 TDP1 CPT -27%.
CSc1ccccc1NC(=O)CCn1c(=O)sc2ccccc21 was read as TDP1 inh 5%, TDP1 cell noCPT -25% and DT40 TDP1 CPT -25%.
`COc1ccccc1N1CCN(C(CNC(=O)c2ccco2)c2cccnc2)CC1` (configuration not stated) gave TDP1 inh 3%, TDP1 cell noCPT inconclusive and DT40 TDP1 CPT inconclusive.
`COc1ccc(/C=N/NC(=O)Cc2cccs2)cc1` gave TDP1 inh 4%, TDP1 cell noCPT -22% and DT40 TDP1 CPT -24%.
For COC(=O)c1cc(Cl)c(NC(=O)c2cc(OC)c(OC)c(OC)c2)cc1OC the results were TDP1 inh 1%, TDP1 cell noCPT -20% and DT40 TDP1 CPT -3%.
`CSc1nc2ccccc2n1Cc1c(Cl)cccc1Cl` gave TDP1 inh 5%, TDP1 cell noCPT inconclusive and DT40 TDP1 CPT inconclusive.
`Nc1c(C(=O)NCC2CCCO2)c2nc3ccccc3nc2n1/N=C/c1ccncc1` (configuration not stated) gave TDP1 cell noCPT 1.6µM* and DT40 TDP1 CPT 8.2µM*.
Screening Cc1ccc(NC(=O)CC2OC(=O)c3ccccc32)cc1S(=O)(=O)N1CCCCCC1 (configuration not stated) returned TDP1 inh 3%, TDP1 cell noCPT inconclusive and DT40 TDP1 CPT inconclusive.

2 entries picked at random from the list so far:
`COc1cccc(CC(=O)Nc2ccc(S(=O)(=O)N3CCOCC3)cc2)c1` gave TDP1 inh -1%, TDP1 cell noCPT -20% and DT40 TDP1 CPT 3%.
For COC(=O)c1cc(Cl)c(NC(=O)c2cc(OC)c(OC)c(OC)c2)cc1OC the results were TDP1 inh 1%, TDP1 cell noCPT -20% and DT40 TDP1 CPT -3%.
